PhoP inhibition: inhibitors of PhoP regulon expression, primary screen, Salmonella Typhimurium, GFP reporter (AID 1863); S. Typhimurium PhoP-regulated promoter GFP reporter, 4 h; higher % means a stronger effect; inhibition, % at 50 µM; hits with a dose series show IC50 in µM; 300,000 compounds, 0.16% hits;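 active means inhibition over 29.93%, a cutoff 3 SD above the screen mean, later confirmed by dose response; inconclusive means inhibition over 29.93% but no dose response follow-up; inactive means inhibition at most 29.93% or unconfirmed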;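 further: 0% = low Mg2+ inducing control and 100% = high Mg2+ repressing control; strong numbers were not always called active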
RSV antiviral HEp-2: inhibition of RSV-induced cytopathic effect – HEp-2 cells, primary 10 µM value included (AID 2391). HEp-2 cells, RSV-induced CPE inhibition; higher % means a stronger effect. CPE inhibition, % at 10 µM, or IC50 in µM where a hit was titrated. 310,000 compounds, 0.13% hits; in the data active means a potency from the dose series; inconclusive means CPE inhibition mostly from about 23% at the one dose, without a potency; inactive means the rest, 99 in 100 with CPE inhibition below about 21%; further: strong numbers were not always called active
SIAH1 antagonists: blockers of Siah-1 interaction with plectin peptide – biochemical, fluorescence polarization, rhodamine-plectin, uHTS, primary screen (AID 1817); 290,000 compounds, 0.02% hits; Siah-1 / rhodamine-plectin peptide fluorescence polarization; higher % means a stronger effect; displacement, % at 20 µM; hits with a dose series show IC50 in µM;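 active means displacement of at least 50% at 20 µM, with a fluorescence ratio check between 0.3 and a set limit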;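 further: plate controls were Siah plus tracer with DMSO for no effect and tracer alone without Siah for full effect; strong numbers were not always called active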
human PMI inhibitors: human PMI inhibitors, high substrate, primary screen, biochemical, fluorescence intensity, high mannose 6-phosphate (AID 1220); recombinant PMI enzyme, coupled fluorescence intensity; higher % means a stronger effect; inhibition, % at 20 µM; hits with a dose series show IC50 in µM; 190,000 compounds, 0.66% hits
XIAP displacement: XIAP antagonists, biochemical, IAP family, fluorescence polarization (AID 1018). 200,000 compounds, 0.007% hits. XIAP BIR domain, fluorescence polarization peptide displacement; higher % means a stronger effect. displacement, % at 20 µM, or IC50 in µM where a hit was titrated; in the data active means displacement above about 50%; further: a part of the inactive calls stands beside numbers as strong as those of hits
WT yeast gro inh: growth inhibition of WT yeast, mitochondrial fusion screen; 190,000 compounds, 2.1% hits; mitochondrial fusion phenotypic screen, WT strain; inhibition, % at 10 µM; AID 1362; in the data active means inhibition above about 58%; tested in S. cerevisiae
TNAP activators: stimulation of alkaline phosphatase TNAP activity – biochemical, luminescent, no phosphate acceptor, uHTS, primary screen (AID 1001). purified TNAP, luminescent activation assay, no phosphate acceptor; higher activation fold means a stronger effect. one-dose activation fold at 20 µM; EC50 in µM for titrated hits. 200,000 compounds, 0.03% hits; in the data active means activation fold from about 3, or a potency from the dose series; inactive means the rest, 99 in 100 with activation fold below about 1.6; further: many of its hits are not listed in these tables
PMI inhibitors: MPI enzyme activity inhibition – biochemical, fluorescence intensity, coupled assay, primary screen (AID 1209); one-dose inhibition, % at 20 µM; IC50 in µM for titrated hits; purified PMI enzyme, coupled fluorescence intensity; higher % means a stronger effect; 190,000 compounds, 0.42% hits;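 further: plate controls were DMSO vehicle for no effect and wells lacking substrate for full effect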
Myeloid diff 2: compounds promoting myeloid differentiation | ER-HoxA9 myeloid progenitors, lysozyme-GFP differentiation, flow cytometry | calls only at 10 µM | AID 624256 | 360,000 compounds, 1% hits;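 active means normalized GFP-positive differentiation at or above the plate's own cutoff, the solvent-only control mean plus 3 SD; inconclusive means no clear call, values can overlap the other calls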;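 further: cells exposed to compound for four days before flow analysis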
WT yeast gro inh mutant strain: also measured in WT yeast gro inh; calls as there; inhibition, %; mitochondrial fusion phenotypic screen, mutant strain inhibition
Myeloid diff 2 GFP+ MAC1+ %: also measured in Myeloid diff 2; calls as there; GFP+ MAC1+ double positive, %; measured here: differentiation confirmed by MAC1 staining
The depositor's hits bear a star; i = inactive; ? = inconclusive; . = no result given. Unless noted, no stated cut-off is given here; in the data, active means inhibition above about 50%; inactive means the rest.

SMILES | PhoP inhibition | RSV antiviral HEp-2 | SIAH1 antagonists | human PMI inhibitors | XIAP displacement | WT yeast gro inh | WT yeast gro inh mutant strain | TNAP activators | PMI inhibitors | Myeloid diff 2 | Myeloid diff 2 GFP+ MAC1+ %
c1ccc(-c2nc3nonc3c3nc4ccccc4n23)cc1 | 3.5% | 21.5% | 4.7% | 6.5% | -4.9% | -3.5 | -1.6 | 1.1 | 5.5% | i | 2.5
C=CCn1c(=O)c(C(=O)NCc2ccc3c(c2)OCO3)c(O)c2ccccc21 | -0.4% | 0.1% | 4.0% | . | . | . | . | . | . | i | 0.5
CC(=O)c1cccc(OCc2cc(C(=O)N(C)C(C)c3ccccn3)no2)c1 (stereo unspecified) | -2.2% | 5.1% | 1.0% | . | . | . | . | . | . | i | 2.5
COc1cc(/C=N/NC(=O)c2ccc(CSc3nncn3C)cc2)cc(OC)c1O | 1.8% | -0.9% | -5.6% | 16.6% | -5.4% | -7.9 | 31.3 | 1 | 13.5% | ? | .
Cc1cccc(C(=O)N2CCc3c([nH]c4ccccc34)C2CC(C)C)n1 (stereo unspecified) | -3.2% | 0.2% | 4.2% | 8.2% | -7.1% | 12.0 | 7.6 | 1 | 8.6% | i | 0.5
CN(C)c1ccc(/C=N/NC(=O)c2ccc(CN3C(=O)c4cccc5cccc3c45)cc2)cc1 | 3.7% | 5.4% | -11.6% | 1.9% | -2.1% | -49.3 | -33.8 | 1 | 3.3% | . | .
Fc1ccccc1NC(=S)N1CCC(c2ccccc2)C1 (stereo unspecified) | -7.7% | 1.1% | 8.5% | 0.8% | -5.9% | 10.8 | 14.4 | 1.2 | 5.3% | i | 0.5
COc1cc(C(=O)N/N=C(\C)Cc2ccccc2)cc(OC)c1OC | -13.3% | 0.7% | 9.6% | 8.4% | -5.6% | 4.9 | -7.2 | 1 | 13.4% | i | 0.7
Cc1c(C(=O)N2CCC(C)CC2)oc2ccc(S(=O)(=O)N3CCC4(CC3)OCCO4)cc12 | -47.1% | 10.7% | 2.2% | -0.3% | -2.8% | 15.1 | 6.0 | 1 | -1.8% | i | 4.7
CC(Sc1nc(-c2ccccc2)cc(C(F)(F)F)n1)C(=O)Nc1ccc2c(c1)OCO2 (stereo unspecified) | -7.8% | 5.3% | -0.5% | -0.1% | -5.6% | -0.5 | -20.1 | 0.7 | -3.9% | i | 1.3
COc1cc(C)c(S(=O)(=O)n2nnc3ccccc32)cc1C | 4.4% | . | 3.5% | 4.1% | -0.3% | -14.4 | -101.5 | 1.1 | 4.2% | i | 7.0
CCOc1ccccc1N(CC(=O)Nc1cc(OC)ccc1OC)S(C)(=O)=O | 7.0% | 2.5% | 3.9% | -4.6% | -3.9% | -8.0 | -4.6 | 1 | -4.2% | i | 0.8
COc1ccc(S(=O)(=O)N2CCN(c3ccc(F)cc3)CC2)cc1OC | 1.3% | 0.8% | 3.9% | . | . | . | . | . | . | i | 0.7
CCOC(=O)c1cnc2c(cnn2C)c1Cl | -4.4% | -1.7% | -0.9% | -7.7% | -3.9% | -37.4 | -2.8 | 1 | -16.6% | i | 1.1
COC(=O)c1ccc(CN2[C@H](C(=O)OC)C[C@@]3(O)[C@@H](O)[C@@H](O)[C@@H](O)C[C@@H]23)cc1 | -3.1% | 0.3% | 3.2% | . | . | . | . | . | . | i | 1.3
Cc1ccc(C(=O)N2CCCC(c3nc4c(nnn4Cc4ccccc4)c(=O)[nH]3)C2)cc1 (stereo unspecified) | -5.9% | 4.5% | -5.0% | 0.7% | -3.3% | 12.2 | 14.8 | 1.1 | 4.2% | i | 4.9
COC(=O)[C@@]1(Cc2ccc(F)cc2)[C@H]2c3cc(C(=O)N4CCCC4)n(CCCNc4ncc(C(F)(F)F)cc4Cl)c3C[C@H]2CN1C(=O)c1ccccc1 | -8.1% | 10.3% | 8.1% | . | . | . | . | . | . | i | 0.4
CCOC(=O)Cn1c(=O)oc2cc(S(=O)(=O)Nc3ccc(N(CC)CC)cc3C)ccc21 | 5.8% | -2.2% | -2.4% | 51.2%* | -0.7% | 8.9 | -4.1 | 1.1 | 25.9% | i | 2.3
CC(CNc1nc2ccc(Cl)cc2n2cnnc12)c1ccccc1 (stereo unspecified) | 2.2% | 0.2% | -4.0% | . | . | . | . | . | . | i | 0.3
C=CCc1cccc2cc(C(=O)OCC)c(=O)oc12 | 3.6% | 1.7% | 7.6% | 4.5% | 2.8% | -13.0 | -15.8 | 1.1 | -4.6% | i | 0.7
COc1ccccc1CN1CC(C(=O)N(C)Cc2ccncc2C)CCC1=O (stereo unspecified) | 4.6% | 3.1% | -2.6% | . | . | . | . | . | . | i | 0.4
O=C(Nc1nnc(COc2ccc(F)cc2)s1)c1ccco1 | 3.4% | 1.9% | 2.0% | . | . | . | . | . | . | i | 1.0
C#CCN(C(=O)c1cc(COc2cccc(C(F)(F)F)c2)on1)C1CCCCC1 | -3.8% | 10.0% | 0.4% | . | . | . | . | . | . | i | 5.5
COc1ccc(S(=O)(=O)N2CCCCC2)cc1NC(=O)c1ccc([N+](=O)[O-])o1 | 3.7% | 7.6% | 18.3% | 12.3% | -3.6% | -6.5 | 8.5 | 1 | 0.1% | i | 0.0
C=CCn1c(SCC(=O)NCCOC)nc2scc(-c3ccco3)c2c1=O | -7.0% | 1.8% | -0.7% | 3.2% | -17.1% | 7.8 | 14.4 | 1.2 | -6.6% | i | 0.4
Nn1c(SCC(=O)Nc2ccccc2F)nnc1-c1cccnc1 | -8.8% | 1.6% | 3.3% | 6.6% | -2.3% | 11.4 | 7.0 | 1.1 | 10.3% | i | 2.5
COCCNC(=O)NC(=O)COC(=O)C12CC3CC(CC(NC(C)=O)(C3)C1)C2 | -9.3% | 0.9% | 0.8% | 0.1% | -0.3% | . | . | 1.2 | -2.2% | i | 0.6
CC(C)c1nc(NCc2ccccc2)c(C#N)c2c1CCCC2 | 4.2% | 4.0% | 0.6% | -0.5% | -4.1% | -12.9 | -10.0 | 1 | 5.4% | i | 1.0
O=C(Nc1ccccc1)N1CCN(S(=O)(=O)c2ccccc2)CC1 | 5.7% | -1.6% | -0.1% | -4.1% | -5.6% | 2.3 | 5.6 | 1.2 | -1.0% | i | 0.5
COc1cc(NS(=O)(=O)c2ccc(NC(=O)/C=C/c3ccc([N+](=O)[O-])cc3)cc2)ncn1 | 2.6% | 4.5% | -5.2% | -5.6% | -7.7% | -10.2 | -20.2 | 1 | -5.6% | i | 0.1
Cc1cccc(N(C)S(=O)(=O)c2cccc3nsnc23)c1 | 2.0% | 0.4% | 1.3% | 4.5% | -0.2% | 6.3 | -1.7 | 1.1 | 11.9% | i | 0.5
c1ccc2ncc(-n3cnnn3)cc2c1 | 6.1% | 2.1% | -5.3% | 8.2% | -3.0% | 8.7 | 21.0 | 1 | 8.0% | i | 1.6
COC(=O)c1ccc(NC(=O)Cn2nc(C(=O)Nc3ccc(C)cc3)ccc2=O)cc1 | -12.9% | 6.6% | -3.9% | . | . | . | . | . | . | i | 2.2
COc1cccc(C(C(=O)NC(C)(C)C)N(Cc2ccco2)C(=O)CCC(=O)Nc2cc(C)on2)c1OC (stereo unspecified) | 9.6% | 2.1% | 2.7% | 12.2% | -6.3% | 17.7 | -3.3 | 1.1 | 13.0% | i | 0.4
CCCS(=O)(=O)N1CCCC(C(=O)NC2CCCC(C)C2C)C1 (stereo unspecified) | 7.3% | 1.5% | 2.4% | 9.6% | -4.4% | 13.8 | 8.9 | 1.1 | 10.2% | i | 0.7
CN(C)S(=O)(=O)c1ccc(N2CCCC2)c(C(=O)Nc2nc(-c3cc(F)ccc3F)cs2)c1 | -5.1% | 2.9% | 1.9% | 1.6% | -8.7% | 14.7 | 7.4 | 1 | -5.6% | i | 0.2
Nc1cccc(P(=O)(c2ccccc2)c2ccccc2)c1 | 1.0% | -0.1% | 2.4% | . | . | . | . | . | . | i | 0.6
CCOC(=O)c1[nH]c(C)c(C(=O)NC2CCCCCC2)c1C | -7.7% | 1.0% | 8.8% | -2.2% | -3.3% | 1.3 | -5.3 | 1.1 | -1.9% | i | 0.8
O=C(OCCCN=C1NS(=O)(=O)c2ccccc21)C1CC(=O)N(c2ccc(Cl)cc2)C1 (stereo unspecified) | 7.5% | 1.0% | -4.7% | 11.6% | -6.4% | 1.1 | -1.9 | 1.1 | 8.0% | i | 0.5
O=C(CN1C(=O)C2C3C=CC(C3)C2C1=O)NCCN1CCCc2ccccc21 (stereo unspecified) | 3.3% | 4.5% | 0.3% | -112.2% | -1.8% | 7.3 | -21.2 | 1.2 | -74.1% | i | 0.7
Cc1nnc(SCc2ccc(CSc3nnc(C)c(=O)[nH]3)cc2)[nH]c1=O | -5.9% | 1.7% | 4.1% | 0.2% | -9.0% | 5.5 | 9.9 | 1 | -4.0% | i | 0.0
C=CCn1c(CCn2c3ccccc3c3ccccc32)n[nH]c1=S | 4.0% | 1.4% | -2.4% | 5.6% | -8.6% | 14.6 | -12.4 | 1.5 | 14.5% | i | 0.7
CC1COc2ccccc2N1S(=O)(=O)c1ccc(Cl)cc1 (stereo unspecified) | -0.8% | 14.2% | -2.6% | -7.5% | -9.1% | 12.2 | -18.5 | 1.1 | -7.8% | i | 0.2
CC(=O)c1ccc(OCC(O)Cn2nnc3ccccc32)cc1 (stereo unspecified) | 8.2% | 14.2% | 2.2% | -6.1% | -3.7% | 4.0 | -3.1 | 1.2 | -5.7% | i | 1.8
Cc1ccc(NC(=O)/C(C#N)=N/Nc2ccc(C(=O)O)cc2)c(C)c1 | -5.2% | -0.5% | -9.9% | . | . | . | . | . | . | i | 0.4
O=C(N/N=C\c1ccc([N+](=O)[O-])s1)c1cncc(Br)c1 | -9.7% | 1.2% | 1.1% | -16.6% | -2.2% | 42.1 | 18.6 | 0.8 | -23.6% | ? | .
N#CCC(=O)N/N=C/c1coc2ccccc2c1=O | -2.9% | 3.9% | 10.2% | . | . | . | . | . | . | i | 1.0
O=c1c2c(-c3cccs3)csc2ncn1-c1ccc(Br)cc1 | 2.7% | 5.1% | -3.8% | 12.3% | -6.1% | 24.8 | 27.3 | 1 | 13.4% | i | 0.6
CC(C)(C)c1ccc(OCc2ccc(C(=O)N3CCOCC3)o2)cc1 | . | 4.5% | -2.1% | -6.7% | -3.4% | 26.1 | -6.2 | 1 | -0.9% | i | 0.6
CCN1/C(=C\c2ccc3cc(C)ccc3[n+]2CC)Sc2cc(C)c(C)cc21 | 0.5% | . | -5.7% | 14.6% | 7.1% | 88.3* | 84.0* | 0.9 | 46.9% | ? | .
CC/C=C/C(=O)N1CC2(CC(c3cccc(NC(=O)CC(c4ccccc4)c4ccccc4)c3)=NO2)C[C@@H]1C(N)=O (stereo partly specified) | -7.1% | -0.1% | 1.7% | . | . | . | . | . | . | i | 2.2
